CAL PDZ FP-1: blocks peptide binding to human CAL PDZ domain | 330,000 tested, 0.02% active | inhibition, % at 20 µM | Q9HD26 | purified CAL PDZ, TMR-peptide fluorescence polarization, 1 h | AID 504414;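 active = highest replicate inhibition of at least 40%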;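 note: plate controls were DMSO neutral control wells for no effect and unlabeled competitor peptide control wells for full effect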
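Test system: purified CerCALP PDZ construct; Compound dosing: one concentration, 20 µM compound; Also added: TMR-labelled reporter peptide T*-PRC34 bound in PDZ groove; Read-out: inhibition from polarization loss; Controls: unlabelled peptide and DMSO controls; Signal: FP readout, S and P plane fluorescence; Incubation: 1 h at RT.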
cardiac RTF act: increases calcium sensitivity of human cardiac regulated thin filaments; P19429+P45379; IANBD-labeled TnC RTF fluorescence at EC20 calcium; 0% EC20 calcium, 100% full calcium; activation, % at 7.2 µM; 340,000 tested, 0.24% active;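 active = activation above the mean over all tested compounds plus 3 SD, cut at about 30% in these data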;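 note: rise in fluorescence read as greater calcium sensitivity of cardiac thin filaments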
dFosB act: activators of mouse delta FosB homodimer | purified delta FosB, TAMRA-CDK5 oligo fluorescence polarization; percent of positive-control signal above neutral wells | activation, % at 25 µM | 340,000 tested, 0.99% active;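 active = mean activation above about 17%, with every replicate also reaching it, limit read from the data, passing the limit was not always enough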;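 note: fluorescence polarization rise as delta FosB binds a TAMRA Cdk5 AP-1 oligo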
Wnt act: activators of Wnt/beta-catenin signaling; Wnt/beta-catenin reporter cell assay, activator, plate reader; activation, % at 9.35 µM; 300,000 tested, 1.2% active; in the data active = activation above about 30%, passing the limit was not always enough;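 note: 0% = neutral control wells and 100% = positive control wells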
CDK5 inh: blocks human CDK5/p35 kinase activity; Q00535+Q15078; Recombinant CDK5/p35, ADP-Glo luminescence, 60 min; inhibition, % at 10 µM; 330,000 tested, 0.01% active; AID 488839;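 active = highest replicate inhibition of at least 50% and at least 75% of replicates reaching 50%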;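 note: plate controls were DMSO neutral control for no effect and GW8510 at 10 µM for full effect; many of its hits are not listed in these tables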
Target sequence (Q00535 whole entry, looked up): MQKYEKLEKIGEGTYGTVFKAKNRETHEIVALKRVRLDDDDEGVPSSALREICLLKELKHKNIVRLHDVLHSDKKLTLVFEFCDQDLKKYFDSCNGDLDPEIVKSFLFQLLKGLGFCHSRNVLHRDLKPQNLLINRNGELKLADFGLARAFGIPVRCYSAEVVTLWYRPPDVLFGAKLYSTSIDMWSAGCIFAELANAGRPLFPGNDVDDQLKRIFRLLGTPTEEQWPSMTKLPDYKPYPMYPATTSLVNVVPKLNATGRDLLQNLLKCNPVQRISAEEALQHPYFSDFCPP
Target sequence (Q15078 whole entry, looked up): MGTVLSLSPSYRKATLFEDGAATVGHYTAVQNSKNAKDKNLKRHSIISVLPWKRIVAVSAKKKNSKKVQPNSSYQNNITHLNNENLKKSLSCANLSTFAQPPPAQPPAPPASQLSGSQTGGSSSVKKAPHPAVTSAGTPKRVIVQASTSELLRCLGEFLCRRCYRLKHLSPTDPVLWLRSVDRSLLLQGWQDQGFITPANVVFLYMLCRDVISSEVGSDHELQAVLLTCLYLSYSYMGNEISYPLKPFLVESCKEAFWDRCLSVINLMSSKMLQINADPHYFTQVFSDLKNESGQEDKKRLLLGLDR
MITF act: MITF TRPM1 promoter activation in melanoma cells | SK-MEL-5 TRPM1-promoter luciferase, 24 h; % of positive control, neutral wells = 0 | activation, % at 12.5 µM | 300,000 tested, 0.75% active | AID 588334;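 active = mean activation of at least 80% with every replicate also reaching 80%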;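 note: 0% = neutral control wells and 100% = parthenolide positive control wells; values of inactives mirror those of a sister screen read the other way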
V-ATPase pH: yeast V-ATPase proton transport regulation by pHLuorin | response, % at 10 µM | S. cerevisiae, pHLuorin cytosolic pH fluorescence | 350,000 tested, 0.37% active | AID 504577; in the data active = response mostly above about 7.3%, no sharp cut-off; inactive = mostly below about 5.4%; note: actives read high; inactives centre near 0; some compounds called inactive have numbers as strong as hits
Tat transport: E. coli Tat transport inhibition; inhibition, % at 10 µM; 340,000 tested, 0.036% active; E. coli MC4100 TorA-mCherry Tat export, fluorescence;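 active = mean replicate inhibition at least 50% and at least half of replicates individually reaching 50%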;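 note: exported cargo escapes ClpAP degradation while cytoplasmic cargo is degraded and loses fluorescence; 0% = median of neutral control wells and 100% = median of NaSCN control wells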
CAL PDZ FP-2: inhibitors of human CAL PDZ peptide binding | Q9HD26 | purified CAL PDZ, TMR-peptide fluorescence polarization, 1 h | inhibition, % at 24.9 µM | 300,000 tested, 0.92% active | AID 602252;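 active = mean inhibition of at least 30% with at least half of replicates also reaching 30%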;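 note: 0% = DMSO neutral control and 100% = excess unlabeled competitor peptide PRC23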
Rtt109 Vps75: inhibitors of Candida albicans Rtt109/Vps75 histone acetyltransferase. Q5AAJ8. purified Rtt109/Vps75, ThioGlo CoA-SH fluorescence, 4 h. inhibition, % at 34.9 µM. 330,000 tested, 0.16% active. AID 540336;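 active = inhibition of at least 50% in every replicate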
Target sequence (Q5AAJ8 whole entry, looked up): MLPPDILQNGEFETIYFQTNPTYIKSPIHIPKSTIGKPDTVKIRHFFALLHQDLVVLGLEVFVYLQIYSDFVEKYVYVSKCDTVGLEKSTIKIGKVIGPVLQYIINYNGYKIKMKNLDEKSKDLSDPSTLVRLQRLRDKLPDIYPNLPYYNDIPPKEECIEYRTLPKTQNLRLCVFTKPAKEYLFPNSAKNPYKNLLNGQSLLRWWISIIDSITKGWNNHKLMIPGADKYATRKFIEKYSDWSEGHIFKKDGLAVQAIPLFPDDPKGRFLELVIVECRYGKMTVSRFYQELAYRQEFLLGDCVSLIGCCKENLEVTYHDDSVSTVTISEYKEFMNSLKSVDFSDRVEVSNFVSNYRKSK
An asterisk follows results filed as active.

What do the screens show for `COC(=O)C1=C(C)NC(=S)NC1c1ccc(OCC(=O)N2CC(C)OC(C)C2)c(OC)c1` (stereo not given)?
CAL PDZ FP-1: -1.2; cardiac RTF act: 1.1; dFosB act: 2.8; Wnt act: 3.4; CDK5 inh: 2.4; MITF act: 3.3; V-ATPase pH: 0.1; Tat transport: -1.0; CAL PDZ FP-2: -2.2; Rtt109 Vps75: -8.9

What do the screens show for `COc1ccccc1C1C(C#N)=C(N)Oc2cc(C)n(Cc3ccccn3)c(=O)c21` (stereo not given)?
CAL PDZ FP-1: -3.5; cardiac RTF act: 1.1; dFosB act: -4.4; Wnt act: -1.5; CDK5 inh: -0.9; V-ATPase pH: -1.9; Tat transport: -6.7; CAL PDZ FP-2: -3.9

What do the screens show for `CC(C)[C@H](NC(=O)[C@H](Cc1ccccc1)n1c(=O)[nH]c2ccccc2c1=O)C(=O)N1CCC[C@H]1C(=O)O`?
CAL PDZ FP-1: 0.2; cardiac RTF act: -5.0; dFosB act: 2.5; Wnt act: -1.2; CDK5 inh: -0.4; MITF act: 8.7; V-ATPase pH: -0.3; Tat transport: 3.0; CAL PDZ FP-2: 1.3; Rtt109 Vps75: -6.4

Results for COCCNC(=O)Cn1nc(-c2ccc(C)cc2)c2ccccc2c1=O ?
CAL PDZ FP-1: 0.5; cardiac RTF act: -8.8; dFosB act: 1.7; Wnt act: 0.8; CDK5 inh: -1.6; MITF act: -10.2; V-ATPase pH: 4.0; Tat transport: -2.9; CAL PDZ FP-2: 0.0; Rtt109 Vps75: -1.3

What do the screens show for `O=C(NCCCN1CCOCC1)/C(=C/c1ccc(F)cc1)NC(=O)c1ccccc1`?
CAL PDZ FP-1: -1.5; cardiac RTF act: 2.3; dFosB act: -4.2; Wnt act: -0.4; CDK5 inh: 0.5; MITF act: -0.7; V-ATPase pH: 2.1; Tat transport: 1.2; CAL PDZ FP-2: 2.4; Rtt109 Vps75: -9.7

What do the screens show for `OCC1(CCc2ccccc2)CCN(Cc2ccc(OC(F)F)cc2)CC1`?
CAL PDZ FP-1: 1.3; cardiac RTF act: -6.3; dFosB act: -5.1; CDK5 inh: 0.2; MITF act: 8.6; V-ATPase pH: 0.8; Tat transport: 2.4; CAL PDZ FP-2: -0.8; Rtt109 Vps75: 1.6

How did COc1ccc(S(=O)(=O)Nc2ccc3c(c2)C(=O)N([C@@H](C)CO)C[C@H](C)[C@H](CN(C)S(=O)(=O)c2ccc(F)cc2)O3)cc1 do in these assays?
CAL PDZ FP-1: -1.1; cardiac RTF act: 3.8; dFosB act: -4.8; Wnt act: -6.0; CDK5 inh: -3.4; MITF act: -1.4; V-ATPase pH: -1.3; Tat transport: 9.5; CAL PDZ FP-2: -10.7; Rtt109 Vps75: 8.3

Results for CCOC(=O)c1cc(=O)c2ccc(OCC(=O)Nc3ccc(F)cc3)cc2o1 ?
CAL PDZ FP-1: -0.4; cardiac RTF act: 5.6; dFosB act: -2.2; Wnt act: -0.9; CDK5 inh: 1.0; V-ATPase pH: 2.5; Tat transport: -9.4; CAL PDZ FP-2: 13.0; Rtt109 Vps75: -3.4

What do the screens show for `O=C(CSc1nccc(=O)[nH]1)c1ccccc1Br`?
CAL PDZ FP-1: 0.2; cardiac RTF act: -7.1; dFosB act: 8.4; Wnt act: 0.5; CDK5 inh: 0.6; MITF act: 0.4; V-ATPase pH: -4.2; Tat transport: 4.6; CAL PDZ FP-2: -0.9; Rtt109 Vps75: 15.4

What do the screens show for `O=S(=O)(NCc1cn2ccsc2n1)c1ccc2c(c1)OCCO2`?
CAL PDZ FP-1: -0.4; cardiac RTF act: -3.9; dFosB act: -3.9; CDK5 inh: -0.5; MITF act: -10.5; V-ATPase pH: -4.2; Tat transport: -3.6; CAL PDZ FP-2: 2.3; Rtt109 Vps75: -1.5

What do the screens show for `CCn1cnc2scc(-c3ccc(C)c(C)c3)c2c1=O`?
CAL PDZ FP-1: -3.2; cardiac RTF act: 3.5; dFosB act: -1.2; Wnt act: -2.3; CDK5 inh: -1.2; MITF act: -11.4; V-ATPase pH: 3.5; Tat transport: 8.5; CAL PDZ FP-2: -3.4; Rtt109 Vps75: -2.1

How did COC(=O)/N=C(/Cc1ccc(OC)cc1)c1ccc(OC)cc1 do in these assays?
CAL PDZ FP-1: -0.3; cardiac RTF act: 7.7; dFosB act: -14.2; Wnt act: 9.9; CDK5 inh: 0.2; MITF act: 6.0; V-ATPase pH: 1.3; Tat transport: 6.9; CAL PDZ FP-2: -1.8; Rtt109 Vps75: -2.7

What do the screens show for `Cc1cc(C)cc(NC(=O)c2ccc(S(=O)(=O)NCc3cccnc3)cc2)c1`?
CAL PDZ FP-1: -2.6; cardiac RTF act: -2.9; dFosB act: -9.3; Wnt act: -4.1; CDK5 inh: -0.2; MITF act: 5.3; V-ATPase pH: 0.5; Tat transport: 4.2; CAL PDZ FP-2: -4.9; Rtt109 Vps75: -5.4

Results for COc1cc(/C=C2/C(C)=C(C#N)c3nc(N)c(C#N)c(C)c32)ccc1OCC(=O)O ?
CAL PDZ FP-1: -0.6; dFosB act: -11.5; Wnt act: -0.4; CDK5 inh: -0.1; MITF act: -7.3; V-ATPase pH: -2.6; Tat transport: -11.9; CAL PDZ FP-2: 2.5; Rtt109 Vps75: 3.3

What do the screens show for `O=C(Nc1nc2ccccc2s1)C1CC(=O)N(c2ccc(Cl)cc2)C1` (stereo not given)?
CAL PDZ FP-1: -3.3; cardiac RTF act: -5.2; dFosB act: -3.6; CDK5 inh: -1.2; MITF act: -6.8; V-ATPase pH: -0.6; Tat transport: 4.8; CAL PDZ FP-2: -1.1; Rtt109 Vps75: 6.7

Results for Cc1ccc(-c2nnc(Nc3ccc(C(N)=O)cc3)c3ccccc23)cc1S(=O)(=O)NCC1CCCO1 (stereo not given) ?
CAL PDZ FP-1: -9.5; cardiac RTF act: 9.2; dFosB act: -43.0; Wnt act: -2.1; CDK5 inh: 0.1; MITF act: -2.0; V-ATPase pH: 3.5; Tat transport: 2.5; CAL PDZ FP-2: -4.5; Rtt109 Vps75: 7.2

What do the screens show for `COC(=O)c1c(-c2cccs2)csc1NC(=O)c1cccnc1`?
CAL PDZ FP-1: -5.4; cardiac RTF act: 1.6; dFosB act: 10.2; CDK5 inh: -0.3; MITF act: 58.9; V-ATPase pH: -2.6; Tat transport: -4.5; CAL PDZ FP-2: 3.2; Rtt109 Vps75: 5.8

How did Cc1cc(-c2ccccc2)nc(N/N=C/c2ccccc2)n1 do in these assays?
CAL PDZ FP-1: -3.3; cardiac RTF act: 7.2; dFosB act: -6.5; Wnt act: 21.3; CDK5 inh: 0.7; MITF act: 64.5; V-ATPase pH: 4.9; Tat transport: -9.8; CAL PDZ FP-2: -4.2; Rtt109 Vps75: 0.6

What do the screens show for `Cc1cc(C(=O)Nc2ccc(C#N)cc2)on1`?
CAL PDZ FP-1: -1.5; cardiac RTF act: -3.4; dFosB act: 2.5; Wnt act: 1.5; CDK5 inh: 0.2; MITF act: 16.7; V-ATPase pH: -1.6; Tat transport: 3.5; CAL PDZ FP-2: -1.0; Rtt109 Vps75: -7.5

What do the screens show for `CC(C)N(C(C)C)S(=O)(=O)c1ccc(N2CCc3ccccc3C2)nc1`?
CAL PDZ FP-1: -3.2; cardiac RTF act: -2.6; dFosB act: -1.5; Wnt act: 14.6; CDK5 inh: -0.1; MITF act: 65.6; V-ATPase pH: 0.9; Tat transport: 10.1; CAL PDZ FP-2: -5.3; Rtt109 Vps75: 8.7

Gathered by group, those above containing a COOH group.
What do the screens show for `CC(C)[C@H](NC(=O)[C@H](Cc1ccccc1)n1c(=O)[nH]c2ccccc2c1=O)C(=O)N1CCC[C@H]1C(=O)O`?
CAL PDZ FP-1: 0.2; cardiac RTF act: -5.0; dFosB act: 2.5; Wnt act: -1.2; CDK5 inh: -0.4; MITF act: 8.7; V-ATPase pH: -0.3; Tat transport: 3.0; CAL PDZ FP-2: 1.3; Rtt109 Vps75: -6.4

Results for COc1cc(/C=C2/C(C)=C(C#N)c3nc(N)c(C#N)c(C)c32)ccc1OCC(=O)O ?
CAL PDZ FP-1: -0.6; dFosB act: -11.5; Wnt act: -0.4; CDK5 inh: -0.1; MITF act: -7.3; V-ATPase pH: -2.6; Tat transport: -11.9; CAL PDZ FP-2: 2.5; Rtt109 Vps75: 3.3

Additional structures follow:
How did CN(CC(=O)Nc1cccc(F)c1)C(=O)c1ccc(S(=O)(=O)N2CCCC2)cc1 do in these assays?
CAL PDZ FP-1: -0.7; cardiac RTF act: -1.2; dFosB act: -1.9; Wnt act: -5.0; CDK5 inh: 0.6; MITF act: 4.7; V-ATPase pH: 0.9; Tat transport: -1.3; CAL PDZ FP-2: 2.4; Rtt109 Vps75: -13.4

What do the screens show for `Nn1c(SCC(=O)NCCC2=CCCCC2)nnc1-c1cccnc1`?
CAL PDZ FP-1: -0.1; cardiac RTF act: -1.2; dFosB act: 8.1; Wnt act: 2.1; CDK5 inh: 0.5; MITF act: -1.5; V-ATPase pH: -4.9; Tat transport: 4.6; Rtt109 Vps75: 6.1

What do the screens show for `Cc1cc([N+](=O)[O-])cc2c1NC(=O)C2(O)N1CCOCC1` (stereo not given)?
CAL PDZ FP-1: -1.8; cardiac RTF act: -1.2; dFosB act: 1.6; Wnt act: 1.0; CDK5 inh: 1.4; MITF act: -8.8; V-ATPase pH: -2.9; Tat transport: -2.3; CAL PDZ FP-2: 4.7; Rtt109 Vps75: 6.2

Results for CCC(=O)Nc1ccc2c(c1)nc(CN1CCN(C(C)=O)CC1)n2C ?
CAL PDZ FP-1: -1.1; cardiac RTF act: 9.2; dFosB act: 2.7; Wnt act: 10.9; CDK5 inh: -1.2; V-ATPase pH: 3.0; Tat transport: -3.6; CAL PDZ FP-2: -2.4; Rtt109 Vps75: -7.2

Results for O=C(CCl)Nc1ccc(Oc2cnc3ccccc3n2)cc1 ?
CAL PDZ FP-1: 0.1; cardiac RTF act: -2.6; dFosB act: -1.7; CDK5 inh: -2.3; MITF act: -32.6; V-ATPase pH: 0.9; Tat transport: 4.9; Rtt109 Vps75: 8.7

Results for Cc1nn(C)c2ncc(C(=O)c3ccccc3O)cc12 ?
CAL PDZ FP-1: -2.7; cardiac RTF act: 2.9; dFosB act: -8.6; Wnt act: -2.2; CDK5 inh: 0.0; MITF act: -3.2; V-ATPase pH: 1.8; Tat transport: 0.2; CAL PDZ FP-2: -3.3; Rtt109 Vps75: 8.0

Results for COCCCC1CCN(Cc2cn[nH]c2-c2cc(OC)c(OC)c(OC)c2)CC1 ?
CAL PDZ FP-1: -2.3; cardiac RTF act: 2.5; dFosB act: -12.0; Wnt act: 2.9; CDK5 inh: -0.3; MITF act: -1.3; V-ATPase pH: -4.3; Tat transport: -5.4; CAL PDZ FP-2: -1.7; Rtt109 Vps75: 5.4

Assay outcomes: PubChem, several laboratories
